FBW7 activator: FBW7 E3 ligase activators, primary screen, biochemical, AlphaScreen, human; F-box/WD repeat-containing protein 7 (Homo sapiens), Q969H0; AlphaScreen FBW7–phospho-cyclin E peptide binding, activator screen; normalized activity (activation), % at 26.1 µM; actives 0.13% (n = 650,000); AID 1259310, 2017; in the data active = normalized activity above about 1.9%;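 note: purified mutant Fbw7 with reduced substrate affinity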
MITF inh: MITF inhibitors, primary screen, biochemical, AlphaScreen, human; Microphthalmia-associated transcription factor (Homo sapiens), O75030; AlphaScreen MITF homodimerization, bead proximity signal; inhibition, % at 2.6 µM; actives 0.91% (n = 650,000); in the data active = inhibition above about 50%;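 note: 0% = vehicle wells with protein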
Target sequence (O75030 whole entry, looked up): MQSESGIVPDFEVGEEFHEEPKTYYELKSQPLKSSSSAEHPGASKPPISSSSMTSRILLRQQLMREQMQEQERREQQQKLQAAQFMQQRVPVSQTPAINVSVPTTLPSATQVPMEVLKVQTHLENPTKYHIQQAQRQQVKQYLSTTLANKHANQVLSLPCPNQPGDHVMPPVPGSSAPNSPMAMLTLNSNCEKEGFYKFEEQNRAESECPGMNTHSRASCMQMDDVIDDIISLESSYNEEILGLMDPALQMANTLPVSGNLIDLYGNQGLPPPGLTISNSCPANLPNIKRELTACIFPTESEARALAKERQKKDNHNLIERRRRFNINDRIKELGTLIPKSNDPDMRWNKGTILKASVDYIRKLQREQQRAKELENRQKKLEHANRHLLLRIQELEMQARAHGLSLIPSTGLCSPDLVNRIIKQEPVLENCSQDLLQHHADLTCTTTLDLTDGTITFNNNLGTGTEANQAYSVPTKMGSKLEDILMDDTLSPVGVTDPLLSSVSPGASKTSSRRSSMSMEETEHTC
TEAD-YAP inh: TEAD-YAP interaction inhibition, primary screen, TEAD-YAP interaction inhibitor project, luminescence, HEK-TIYL cells; TEAD-Gal4/YAP UAS-luciferase luminescence; inhibition, % at 9.12 µM; actives 1.4% (n = 640,000); AID 1259422, 2018; in the data active = inhibition above about 32%;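 note: 0% = median of test compound wells and 100% = reference inhibitor wells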
GPR151 activ: activators of human GPR151, primary screen, cell-based, PathHunter beta-arrestin, luminescence; activation, % at 11.2 µM; G-protein coupled receptor 151 (Homo sapiens), Q8TDV0; actives 1% (n = 650,000); AID 1508602, 2020; PathHunter beta-arrestin GPR151 cells; in the data active = activation above about 4.9%;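 note: 0% = median of compound wells and 100% = cells with positive control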
Target sequence (Q8TDV0 whole entry, looked up): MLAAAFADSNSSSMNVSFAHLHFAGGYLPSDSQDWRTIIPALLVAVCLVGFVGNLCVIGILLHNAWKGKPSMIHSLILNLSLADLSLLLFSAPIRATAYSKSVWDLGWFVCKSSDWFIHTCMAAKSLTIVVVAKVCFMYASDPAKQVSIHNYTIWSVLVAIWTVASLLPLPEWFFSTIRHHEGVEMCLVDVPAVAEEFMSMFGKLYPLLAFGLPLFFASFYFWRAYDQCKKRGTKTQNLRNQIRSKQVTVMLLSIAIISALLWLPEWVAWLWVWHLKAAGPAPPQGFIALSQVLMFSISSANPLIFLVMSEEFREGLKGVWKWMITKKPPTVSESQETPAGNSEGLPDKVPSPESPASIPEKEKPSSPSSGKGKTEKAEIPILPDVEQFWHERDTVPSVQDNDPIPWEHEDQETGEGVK
An asterisk follows results filed as active.

The line under a structure holds: FBW7 activator, MITF inh, TEAD-YAP inh, GPR151 activ
1. CCC(C)c1ccccc1OCC(=O)NN1C(=O)c2ccccc2C1=O (centres undefined)
 : 0.0, 6, 32, 0.1
2. O=C(CCCSc1nc(-c2ccco2)cc(C(F)(F)F)n1)NC1CC1
 : -0.1, 1, 14, 0.6
3. O=C(CCc1nc2ccccc2[nH]1)N1CCN(c2ccccc2)CC1
 : 1.0, 13, 7, -0.9
4. N/N=C(\Cc1nc2ccccc2[nH]1)c1ccc([N+](=O)[O-])cc1
 : -0.2, 15, -29, 0.8
5. COc1c(OC(C)=O)ccc(/C=N\NC(=O)CNc2ccccc2C)c1[N+](=O)[O-]
 : -0.1, 2, -9, -0.8
6. CC1CCc2c(sc3nc(C4CC4)n4c(SCC(=O)O)nnc4c23)C1 (centres undefined)
 : 0.2, 22, -2, -1.0
7. COc1ccc(OC)c(NC(=O)NNC(=O)c2ccn(C)n2)c1
 : 0.1, -5, 5, 0.2
8. COc1cccc(C(C(=O)NC(C)(C)C)N(C(=O)Cn2nnc3ccccc32)C2CC2)c1 (centres undefined)
 : 0.3, 16, 5, 1.0
9. Cn1nc(C(=O)Nc2ccc(F)cc2)c2c1-c1ccccc1OC2
 : 0.0, 4, -67, -1.2
10. C/C(C=Nc1ccc(S(=O)(=O)N2CCOCC2)cc1)=C\c1ccccc1
 : -0.2, -11, 7, 0.6
11. Cc1ccc(/C=N/NC(=O)c2c(C)nc3ccc(Br)cn23)cc1
 : 0.2, 12, 13, -0.1
12. NS(=O)(=O)c1ccc(CCNC(=O)CCCn2c(=S)[nH]c3ccsc3c2=O)cc1
 : -0.2, -1, -4, -0.3
13. COc1ccccc1NC(=S)NN1CCOCC1
 : 0.0, -10, -1, -0.4
14. COc1ccc(-c2nc(C3CCCCC3)no2)cc1
 : -0.1, -13, -83, 1.6
15. C=CCN1C(=O)/C(=C\c2ccccc2)C(C(=O)OC)=C1C
 : 0.0, -11, -6, 2.2
16. C#CCN1C(=O)S/C(=C\c2cc3c(cc2OC)OCO3)C1=O
 : -0.1, 2, 4, -1.6
17. O=[N+]([O-])c1ccc(Cc2nc3ccc(Cl)cc3[nH]2)c([N+](=O)[O-])c1
 : 0.1, 13, -1, -1.0
18. C=CC(=O)NC(NC(=O)C=C)c1ccccc1
 : 0.0, -4, 0, 4.3
19. Nc1cccc2c1C(=O)N(C(=O)C1CCCN1C(=O)c1cccs1)C2=O (centres undefined)
 : 0.7, -2, -7, -1.7
20. CCOC(=O)c1c(CN2CCN(c3ccccc3)CC2)oc2ccc(OC)cc12
 : -0.1, 12, 2, -0.9
21. COc1ccc(C(=O)NCC(=O)N/N=C(\C)c2ccco2)cc1OC
 : -0.1, 27, 4, 0.0
22. Cc1ccccc1NC(=O)c1ccc2c(c1)[nH]c(=O)n2C(C)C
 : 0.0, 0, -9, -0.5
23. C=CCn1c(SCC(=O)Nc2ccccc2C(F)(F)F)nc2scc(-c3ccccc3)c2c1=O
 : 0.0, -13, -6, -0.4
24. COC(=O)c1cc2ccc3c(c2oc1=O)CN(c1ccc(C)cc1)CO3
 : 0.0, 2, -3, 1.8
25. Cc1ccc(C(=O)NCCCn2ccnc2)o1
 : 0.1, 6, 0, 0.9
26. NC(=O)c1cc(NC(=O)COC(=O)c2ccccc2Cc2ccccc2)cc(C(N)=O)c1
 : 0.0, 2, 4, 1.9
27. O=C(CCCC(=O)c1ccccc1)Nc1cc(Cl)ccc1O
 : -0.2, -1, 4, -0.3
28. CC(=O)c1ccc(N2CCN(C(=O)CCCn3cccc3)CC2)cc1
 : -0.1, 15, 11, 0.4
29. Cc1cc(C)c(C(=O)CSc2nnnn2C)cc1C
 : -0.1, -5, -2, 3.7
30. C/C(=N\NC(=O)COc1ccc(Cl)cc1Cl)c1ccc([N+](=O)[O-])cc1
 : 0.0, -2, 5, -0.8
31. COc1ccnc(Cn2c(=O)n(C)c3ncccc32)c1OC
 : 0.0, 10, -1, 2.0
32. COc1ccc(S(=O)(=O)NCCSC(C)(C)C)cc1Br
 : -0.1, -2, 10, 1.7
33. COC(=O)C1=C(C)N(Cc2ccc(C)cc2)C(=O)/C1=C\c1ccccc1OC
 : -0.1, 15, 3, -0.7
34. CS(=O)(=O)Nc1cccc(-c2cn3ccccc3n2)c1
 : -0.9, -7, -33, 0.8
35. CCN(CCO)c1ccc(NC(=S)Nc2cccc(S(=O)(=O)N(C)C)c2)cc1
 : -0.4, 24, 8, 1.3
36. CCCOc1ccc2c(C(F)(F)F)cc(=O)oc2c1
 : 0.2, 15, 4, 3.0
37. CCOC(=O)CC(NS(=O)(=O)c1cc(Cl)ccc1OC)c1ccc(C)cc1 (centres undefined)
 : 0.0, 5, -4, 1.9
38. COc1ccc(C(=O)Nc2sc3c(c2C(N)=O)CC(C)(C)NC3(C)C)cc1OC
 : -0.1, -5, -22, 1.1
39. CCOC(=O)CSc1nc2c(c(-c3ccc(C)o3)c1C#N)CCCC2
 : -0.1, 1, -14, 3.4
40. CC(=O)c1cccc(NC(=O)c2ccc(S(=O)(=O)N(C)C3CCCC3)cc2)c1
 : -0.1, 8, 11, 2.0
41. CCOC(=O)c1nc2ccccc2c(=O)n1-c1ccc(OCc2ccccc2)cc1
 : 0.3, 4, 1, -1.4
42. O=C(Nc1cccc(Cl)c1)c1ccc(F)c(S(=O)(=O)N2CCCCC2)c1
 : 0.0, 7, -17, 3.9
43. CCOC(=O)c1c(NC(=O)c2ccc([N+](=O)[O-])cc2)sc(C(=O)N2CCCCCC2)c1C
 : -0.3, -9, 5, 1.2
44. CCOC(=O)c1c(N)sc2c1CC(C)(CC)OC2 (centres undefined)
 : -0.6, 17, 3, -0.7
45. CCCCCNC(=O)c1c(O)c2cccc3c2n(c1=O)CCC3
 : 0.2, -6, -9, 1.3
46. CC(C)c1ccc(NC(=O)c2ccc(F)c(S(=O)(=O)N(C)Cc3ccccc3)c2)cc1
 : -0.1, -10, 8, 0.3
47. CCC(C)NC(=O)c1c(-c2ccccc2)nc2cc(C)ccn12 (centres undefined)
 : 0.2, 4, 0, 0.3
48. O=C1CCCN1CCCNc1ccnc(Nc2ccc(N3CCOCC3)cc2)n1
 : -0.2, 1, 2, -0.3
49. COC(=O)COc1ccccc1/C=C1/C(=O)N(C)C(=S)N1CC(=O)OC
 : -0.2, -5, 0, -0.6
50. C=CCC(=O)N1CCCC(C(=O)Nc2ccc(-c3cccc(OC)c3)cc2)C1 (centres undefined)
 : -0.1, -10, -6, 0.9
51. COCCCNC(=O)CN(c1ccc(I)cc1)S(C)(=O)=O
 : 0.3, 12, 0, 6.7*
52. Cc1cccc(-n2nc3c(c2NC(=O)CCc2ccccc2)CSC3)c1C
 : -0.1, -5, 1, 2.4
53. CCN1C/C(=C\c2cc(Cl)c(O)c(OC)c2)c2nc3ccccc3c(C(=O)O)c2C1
 : 0.0, 1, 1, 2.2
54. C=CCOc1cccc(/C=N/NC(=O)C(=O)Nc2cccc(Br)c2)c1
 : 0.0, 8, 3, 1.2
55. c1ccc(CNc2nc(NCCN3CCOCC3)nc3c2ncn3C2CCCCC2)cc1
 : 0.2, 13, 4, -1.7
56. CCc1cc2c(=O)c(-c3ccc4c(c3)OCCO4)coc2cc1OCC(=O)O
 : 0.0, 6, 87*, -1.4
57. O=C1NC2(CCN(C(=O)Cn3ccnc3)CC2)Oc2ccccc21
 : 0.0, 6, 2, -0.7
58. Cc1cccc(OCC(=O)O/N=C(\N)Cc2cccc3ccccc23)c1
 : 0.0, -3, -1, 0.4
59. Cc1cc(NCc2ccccc2)nc(NCc2ccc3c(c2)OCO3)n1
 : -0.3, 2, 8, 2.3
60. Cc1ccc(Nc2nc3ccccc3n3c(C)nnc23)cc1Cl
 : 0.1, 14, 7, -0.6

Next part.
The line under a structure holds: FBW7 activator, MITF inh, TEAD-YAP inh, GPR151 activ
61. CCn1c(N)c(C(=O)NCc2ccco2)sc1=S
 : -0.1, 0, -6, 0.0
62. CC(=O)Nc1ccc(N2C(=O)CC(NC3CCN(Cc4ccccc4)CC3)C2=O)cc1 (centres undefined)
 : 0.1, 11, -5, 0.1
63. COc1ccc(OC)c2nc3c(cc12)CCCC3
 : 0.0, 1, -3, -0.6
64. CCOc1cc(/C=C2/C(=N)N3N=C(CC)SC3=NC2=O)cc(Cl)c1OCCOc1c(C)cccc1C
 : 0.2, 8, -7, 0.6
65. CCOC(=O)CSc1nnc(NC(=O)C(C)C)s1
 : 0.1, 18, 2, -2.3
66. COc1c(Br)cc(Br)cc1C(=O)Nc1ccc(N2CCN(C(C)=O)CC2)cc1
 : -0.1, 7, 8, -0.2
67. CCCc1ncc(C(O)c2ccc(C)cc2)n1C (centres undefined)
 : 0.1, 9, 3, 0.4
68. C/C(CC(=O)NC1CCCC1)=N\NC(=O)C12CC3CC(CC(C3)C1)C2
 : 0.1, 0, -19, -1.5
69. COc1ccc(C(=O)O)cc1S(=O)(=O)NCCc1ccc(F)cc1
 : 0.0, -3, -2, -1.6
70. COc1ccc(-c2noc(-c3ccc(C)c(Cl)c3)n2)cc1OC
 : 1.5, -4, 2, -0.9
71. COc1cccc(OCc2nnc(SCC(=O)OCc3ccccc3)n2C)c1
 : 1.8, 15, 2, -0.7
72. CS(=O)(=O)Nc1ccc(S(=O)(=O)Nc2ccc(Cl)cc2Cl)cc1
 : -0.1, -7, 0, 0.0
73. CCC(=O)c1ccc(OCCN2CCOCC2)cc1
 : 0.2, 1, -5, 0.8
74. CN(Cc1nccs1)C(=O)CC1C(=O)NCCN1Cc1cccc(F)c1 (centres undefined)
 : 0.1, 21, -7, -1.1
75. COc1ccc(NC(=O)O/N=C/c2ccncc2)cc1
 : 0.0, 6, -19, -1.1
76. O=[N+]([O-])c1cc2c(c(CSc3nnc(Nc4ccccc4)s3)c1)OCOC2
 : 0.1, 9, -12, 1.4
77. CC1CN(CCC(=O)N2CCC[C@H]2CO)Cc2cc(Cl)ccc2O1 (some centres undefined)
 : 0.1, -5, 6, -1.0
78. CCOC(=O)C1CCN(c2c(NCCc3ccc(Cl)cc3)c(=O)c2=O)CC1
 : 0.2, -2, -6, -0.3
79. Cc1cccc(-n2nc3c(c2NC(=O)c2ccccc2Br)CSC3)c1C
 : 0.2, 6, 11, 1.6
80. Nc1ccc(Oc2cccc(Oc3ccc(N)cc3)c2)cc1
 : 0.2, 6, 52*, 0.3
81. CCOc1ccc(NC(=O)c2ccc3c(=O)n(-c4ccc(F)c(Cl)c4)c(=S)[nH]c3c2)cc1
 : 0.0, 4, -8, -0.5
82. CCOC(=O)c1sc(=S)n(C)c1C
 : 0.4, -20, 5, 1.0
83. Cc1ccc(/C=N/NC(=O)C(=O)NCc2ccco2)o1
 : 0.0, -2, -1, 0.0
84. O=c1c(-c2ccc(Cl)cc2)coc2cc(OC3OC(CO)C(O)C(O)C3O)ccc12 (centres undefined)
 : 0.7, 18, -13, 0.0
85. Cc1cccc(-n2ncc3c(=O)n(CC(=O)Nc4ccc(C(N)=O)cc4)cnc32)c1C
 : -0.1, -5, -5, 4.3
86. Cc1cc(C)n(S(=O)(=O)c2ccc(Cl)c(C)c2)n1
 : 0.0, 0, -11, -0.2
87. CCc1c(C)nc2cc(-c3ccc(Br)cc3)[nH]n2c1=O
 : 0.2, 13, -51, -2.0
88. CCCN(c1ccc(OCC)cc1)S(=O)(=O)c1ccc2c(c1)NC(=O)CC(=O)N2
 : 0.1, 0, -2, 2.0
89. COC1CCCN(C(=O)CCC2(Cc3ccc4ccccc4c3)CCC(=O)N2)C1 (centres undefined)
 : 0.3, 14, 6, -0.2
90. CCC(C)N1CC(O)=C(c2nc3ccccc3[nH]2)C1=N (centres undefined)
 : 0.0, 4, -34, 0.7
91. COc1ccc(/C=N/NC(=O)c2cc(-c3cccnc3)nc3ccccc23)c(OC)c1
 : -0.1, -5, -7, -0.7
92. COC(=O)CN(c1cc(C)ccc1OC)S(C)(=O)=O
 : 0.5, 8, 3, -1.0
93. Cn1c(N2CCN(C(=O)Nc3ccccc3C(F)(F)F)CC2)nc2ccccc21
 : -0.1, -12, -14, -1.0
94. CCOC(=O)/C(=C\c1ccccc1OCC)NC(=O)c1ccccc1
 : 0.3, 12, -61, -1.7
95. NC(=O)/C(=C/c1ccco1)NC(=O)/C=C/c1ccccc1
 : -0.1, -1, 1, 0.2
96. COc1ccc(OC)c(/C=C2N=C(/C=C/c3ccc(C)cc3)OC\2=O)c1
 : -0.1, -4, 4, 0.3
97. Cc1cc(-c2nnc(CCC(=O)N3CCN(C4CCCCC4)CC3)o2)no1
 : 0.1, 8, 6, 0.6

Outcome played no part in choosing rows; any-hit rate near 3.4%.
